Screening data (PubChem)
Cycloheximide cs: affects cycloheximide protein synthesis inhibition readout, counter-screen | 300,000 compounds, 12% hits | max response, % | AID 2314 | cell reporter, cycloheximide protein synthesis inhibition counterscreen; in the data active = max response mostly above about 13%, no sharp cut-off; inactive = mostly below about 14%; note: read at 38.3 µM for the half of the compounds with a filed dose; 0% is about no effect
Tb PYK inh: inhibitors of Trypanosoma brucei pyruvate kinase; AID 624173; Q57TT1; TbPYK enzyme, Kinase-Glo Plus ATP luminescence, 45 min; 410,000 compounds, 0.12% hits; Potency, µM (titrated, usually from 76.8 µM), for inactives: at the top dose activity, negative = inhibition, most hits filed as inhibitors; note: potency is the fitted concentration of half-maximal effect; % is set by controls: 0 for no effect and ±100 for the full control effect; nearly all actives have a fitted effect of over 50% in size
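Readout: single end-point luminescence (Kinase-Glo Plus, 10 min). Reaction conditions were TbPYK/substrate plus 130 uM ADP, 45 min at RT, pH 7.2 TEA buffer. No-enzyme wells served as controls, and data were normalized before concentration-response fitting.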
Shiga toxin inh: blocks Shiga toxin action in Vero cells | Vero cells, Shiga toxin protein synthesis inhibition reporter | inhibition, % at 38.7 µM | 290,000 compounds, 9.2% hits; in the data active = inhibition mostly above about 28%, no sharp cut-off; inactive = mostly below about 43%; note: 0% is about no effect
AmpC inh no detg: inhibitors of E. coli AmpC beta-lactamase without detergent; AID 485341; AmpC nitrocefin hydrolysis, absorbance 480 nm, 0.0001% Triton; P00811; Potency, µM (top dose mostly 57.1 µM), inactives show top-dose activity change, negative = inhibition, actives largely listed as inhibitors; 330,000 compounds, 0.52% hits;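 note: potency is the fitted concentration of half-maximal effect; plate controls were no compound for no effect and no enzyme for full effect; nearly all actives have a fitted effect of over 20% in size; some results filed as inactive show a strong effect at the top dose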
Target sequence (P00811 whole entry, looked up): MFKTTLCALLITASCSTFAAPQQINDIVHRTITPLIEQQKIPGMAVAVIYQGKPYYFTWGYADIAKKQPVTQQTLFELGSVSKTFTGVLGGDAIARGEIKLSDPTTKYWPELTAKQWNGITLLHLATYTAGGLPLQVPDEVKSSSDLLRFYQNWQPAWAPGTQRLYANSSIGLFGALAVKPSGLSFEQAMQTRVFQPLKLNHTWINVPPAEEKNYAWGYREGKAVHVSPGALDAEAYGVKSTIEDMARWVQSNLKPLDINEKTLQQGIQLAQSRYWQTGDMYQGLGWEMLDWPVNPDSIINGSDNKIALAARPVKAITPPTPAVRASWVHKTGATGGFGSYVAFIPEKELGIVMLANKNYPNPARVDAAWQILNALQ
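20 mM phosphate pH 7.0 + 0.01% (detergent screen) or 0.0001% Triton X-100; 5.3 nM AmpC reagent; cpd preinc 15 min RT; nitrocefin (800 uM stock) to start; A480 q20 s × 4 min; Activity was normalised to no-enzyme and no-compound control wells.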
Pf growth 96h: P. falciparum growth inhibition at 96 hour, primary screen for plastid delayed-death inhibitors; 320,000 compounds, 6.9% hits; AID 504834; Potency, µM (highest dose often 28.7 µM), for the others: at the highest dose activity change, negative = inhibition, actives largely listed as inhibitors; P. falciparum luciferase reporter growth, 96 h; note: potency is the fitted concentration of half-maximal effect; % is set by controls: 0 for no effect and ±100 for the full control effect
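96 h incubation, 37 C, 5% CO2, of luciferase-reporter P. falciparum-infected RBCs (2% hematocrit, 0.05% parasitemia final) with test compounds; endpoint luminescence.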
Pf growth 48h: P. falciparum growth inhibition at 48 hours (one generation) | 310,000 compounds, 5.9% hits | Potency, µM (doses to about 28.7 µM), without a hit: top-dose activity change, negative = inhibition, actives largely listed as inhibitors | AID 504832 | P. falciparum luciferase growth in erythrocytes, 48 h; note: potency is the fitted concentration of half-maximal effect; % is set by controls: 0 for no effect and ±100 for the full control effect
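Firefly luciferase activity from engineered P. falciparum reports growth; inhibitors lower the luminescent signal. Cultures contained 2% hematocrit erythrocytes at 0.1% final parasitemia.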
LmPK inhibitor: inhibitors of Leishmania mexicana pyruvate kinase. Q27686. 290,000 compounds, 0.37% hits. Potency, µM (top dose mostly 57.5 µM), inactives show at the top dose activity change, negative = inhibition, hits mostly inhibitors. purified LmPK, Kinase-Glo ATP luminescence, 1 h; note: potency is the fitted concentration of half-maximal effect; % is set by controls: 0 for no effect and ±100 for the full control effect
Target sequence (Q27686 whole entry, looked up): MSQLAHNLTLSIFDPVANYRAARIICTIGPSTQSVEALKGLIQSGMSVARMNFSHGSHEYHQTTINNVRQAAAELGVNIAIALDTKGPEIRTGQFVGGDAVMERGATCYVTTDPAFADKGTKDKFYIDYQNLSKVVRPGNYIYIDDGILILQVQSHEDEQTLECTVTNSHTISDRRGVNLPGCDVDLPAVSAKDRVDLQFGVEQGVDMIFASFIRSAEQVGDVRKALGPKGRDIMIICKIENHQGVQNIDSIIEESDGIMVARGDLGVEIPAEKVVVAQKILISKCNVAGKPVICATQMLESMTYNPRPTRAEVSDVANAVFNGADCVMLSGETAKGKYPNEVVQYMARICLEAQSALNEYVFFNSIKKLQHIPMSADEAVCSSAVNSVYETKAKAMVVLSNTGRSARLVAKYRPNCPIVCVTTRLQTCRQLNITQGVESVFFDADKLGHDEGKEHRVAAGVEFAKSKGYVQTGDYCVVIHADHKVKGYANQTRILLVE
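0.1 nM LmPK, 0.5 mM PEP, 0.1 mM ADP; 50 mM imidazole pH 7.2, 7 mM MgCl2, 50 mM KCl; 1 h RT. Kinase-Glo luminescence readout, normalized to no-enzyme (full inhibition) and uninhibited wells.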
* hit, by the source's call; u = inconclusive; x = not tested or not shown; & = joins results of further samples; [ ] = another dose, or the depositor's remark. Unless noted, calls come from the whole dose curve; as a rule, active = well fitted curve in the direction sought with a large enough effect; inconclusive = small, poorly fitted or top-dose-only effect, or another doubt; inactive = no such curve, though single readings can be large; an effect the other way counts as inactive or inconclusive.

Each structure is followed by: Shiga toxin inh	Tb PYK inh	LmPK inhibitor	Pf growth 48h	Pf growth 96h	Cycloheximide cs	AmpC inh no detg
#1 Cn1c2ccccc2c2nnc(SCc3nnc(-c4ccccc4)o3)nc21
 : -14	x	-5%	9%	4.1µM*	-3	-19%
#2 CN(C(=O)CSc1nnc(-c2ccccc2)n1C)C1CCS(=O)(=O)C1 (stereo not drawn)
 : -13	0%	-9%	-17%	29%	4	-10%
#3 CCOc1ccc(N2CC(C(=O)Nc3ccc(S(=O)(=O)Nc4ncccn4)cc3)CC2=O)cc1 (stereo not drawn)
 : -20	-6%	3%	0%	x	5	-20%
#4 COc1ccc2c(-c3ccccc3)cc(SCC(N)=O)nc2c1
 : -6	4%	1%	-20%	2%	-2	60%[activator]
#5 NC(=O)C(NC(=O)OCc1ccccc1)c1ccccc1 (stereo not drawn)
 : x	3%	x	u	89%[activator]	x	-20%
#6 Cc1ccc(S(=O)(=O)N2[C@@H](c3ccc(F)cc3)C(C(=O)O)=CC[C@H]2c2cccc(Cl)c2)cc1
 : x	-4%	x	1%	54%[activator]	x	-18%
#7 CCNC(=O)[C@H]1O[C@@H](n2cnc3c(N)ncnc32)[C@H](O)[C@@H]1O
 : -10	8%	-5%	x	x	-8	-20%
#8 COCCn1ccc2c(OCC(=O)NCCc3ccc(OC)c(OC)c3)cccc2c1=O
 : x	5%	x	u	0%	x	1%
#9 Cn1nccc1NC(=O)Nc1ccc(OC(F)(F)F)cc1
 : 58	-3%	-4%	-3%	3%	9	-17%
#10 Cc1ccc(-c2nnn(CC(=O)N(CC3CCCO3)C(C(=O)NC(C)(C)C)c3ccc(F)cc3)n2)o1 (stereo not drawn)
 : -2	-9%	3%	10µM*	12µM*	-2	44%
#11 C/C(=N\N)c1c(-c2ccccc2)c2cc(Br)ccc2[nH]c1=O
 : -20	3%	12%	1%	u	1	13%
#12 Nc1cc(N)c(OCC(F)(F)F)cc1OCC(F)(F)F
 : 7	-27%	-6%	-22%	0%	2	-14%
#13 CS(=O)(=O)Nc1cccc(C(=O)CC2(O)C(=O)Nc3ccc(Br)cc32)c1 (stereo not drawn)
 : 11&-7	-13%	-2%&-5%	-15%	x	0&-2	-13%&-25%
#14 Cc1ccc(S(=O)(=O)CCC(=O)OCC(=O)c2c(C)[nH]c3ccccc23)cc1
 : -5	-8%	0%	5%	-4%	2	4%
#15 O=c1[nH]cnc2c1C(c1ccc(Cl)cc1)c1c(nc[nH]c1=O)O2
 : -7	2%	2%	u	-22%	28	-1%
#16 CCOC(=O)CSc1nnc2c3ccccc3n(C)c2n1
 : 12	-22%	-4%	12%	u	-1	-4%
#17 Cc1ccc(/C=C2/SC(=Nc3ccc(F)cc3)NC2=O)s1
 : -8	-8%	-10%	u	1%	1	-22%
#18 COc1cc(NC(=S)Nc2cccnc2)cc(OC)c1
 : 4	-19%	0%	u	9%	9	-27%
#19 O=C(O)COc1ccccc1/C=N/NC(=O)/C(=C\c1ccc2c(c1)OCO2)NC(=O)c1ccccc1
 : 3	3%	6%	3%	-10%	-1	-33%
#20 NC(=O)[C@@H]1CCCNc2c(I)cc([N+](=O)[O-])cc2C(=O)N[C@@H](CCCN=C(N)N)C(=O)N[C@@H](CCCN=C(N)N)C(=O)N1
 : -12	x	0%	27%	4%	-5	31%
#21 CCOc1ccccc1C(=O)Nc1nnc(CC)s1
 : 25*	1%	-5%	23%	u	14*	-2%
#22 CCOC(=O)c1oc2nc(CC(C)C)c3c(c2c1N)CCC3
 : -9	-1%	2%	u	7.4µM*	-3	13%
#23 Cc1ccc(N2CCN(C(=O)c3ccccc3Br)CC2)c(C)c1
 : -10	-5%	1%	u	u	-3	42%
#24 Cc1ccccc1CN1CCC(n2nccc2NC(=O)CCOc2ccccc2)CC1
 : -3	-2%	-5%	u	4.1µM*	2	90%[activator]
#25 O=C(CN1CCOCC1)Nc1ccc(S(=O)(=O)NC2CCCCC2)cc1
 : -1	9%	-3%	1%	-4%	1	-1%
#26 Cn1c(=O)c2c(nc(NCc3ccco3)n2Cc2ccc(Cl)cc2Cl)n(C)c1=O
 : -12	6%	-1%	16%	2%	-2	-9%
#27 CCCCNC(=O)C1CCC(CNS(=O)(=O)c2cccc3nsnc23)CC1 (stereo not drawn)
 : -2	-3%	-1%	-11%	-1%	-3	-5%
#28 COc1ccc(C2C(O)C(c3c[nH]c4ccccc34)=NN2C(=O)CCl)cc1 (stereo not drawn)
 : -6	-7%	2%	2.9µM*	u	8	-13%
#29 COc1ccc(C2OC34CCCCC3C(C#N)(C#N)C2(C#N)C(=N)O4)cc1 (stereo not drawn)
 : -6	1%	5%	u	9%	-2	-45%
#30 C[C@@H](NC(=O)c1nc[nH]c1C(=O)N1CCN(c2ccccc2)CC1)c1ccccc1
 : x	0%	x	-1%	37%[activator]	x	17%
#31 O=C1/C(=C\c2cccs2)SC(=S)N1C1CCS(=O)(=O)C1 (stereo not drawn)
 : -24	-9%	-4%	u	u	-1	-20%
#32 Cn1c(=O)[nH]c(=O)c2c1nc(N1CCOCC1)n2CCSc1nc2ccccc2[nH]1
 : 25	-9%	-2%	4%	16%	13	-42%
#33 CCOC(=O)c1cn2nc(Oc3cccc(F)c3)ccc2n1
 : 49	3%	0%	29%	27%	31*	5%
#34 CCOc1ccc(N2C(=O)CC(NCc3ccc(S(N)(=O)=O)cc3)C2=O)cc1 (stereo not drawn)
 : -13	-17%	6%	-3%	16%	-1	-5%
#35 COc1ccc(CCNC(=O)CCCCC(=O)NCCc2ccc(OC)cc2)cc1
 : x	-3%	1%	-19%	20%	-3	-2%
#36 O=C(CCSCc1ccccc1Cl)N1CCN(c2cccc(Cl)c2)CC1
 : -5	0%&-3%	4%	22%	43%[activator]	-2	10%
#37 COc1ccc(CN(Cc2cccn2C)C(=O)c2cc3cc(OC)ccc3[nH]2)cc1
 : -13	-14%	1%	u	u	-3	-11%
#38 O=C(NCCc1ccc(F)cc1)N[C@@H](Cc1ccccc1)C(=O)O
 : 22	8%	4%	12%	15%	-2	-17%
#39 O=C(CSc1ccc2nnc(-c3ccc(Cl)cc3)n2n1)N1CCCC1
 : -3	-20%	-1%	11%	20%	0	-3%
#40 Cc1c(C(=O)NCc2ccccc2Cl)oc2c1C(=O)CCC2
 : 19	x	7%	x	u	-2	-5%

Retrieved by compound from the list above:
Each structure is followed by: Shiga toxin inh	Tb PYK inh	LmPK inhibitor	Pf growth 48h	Pf growth 96h	Cycloheximide cs	AmpC inh no detg
#22 CCOC(=O)c1oc2nc(CC(C)C)c3c(c2c1N)CCC3
 : -9	-1%	2%	u	7.4µM*	-3	13%
#39 O=C(CSc1ccc2nnc(-c3ccc(Cl)cc3)n2n1)N1CCCC1
 : -3	-20%	-1%	11%	20%	0	-3%

(next part)
Each structure is followed by: Shiga toxin inh	Tb PYK inh	LmPK inhibitor	Pf growth 48h	Pf growth 96h	Cycloheximide cs	AmpC inh no detg
#41 COc1ccc2c(c1)C1NC(=S)NC(C)(O2)C1C(=O)Nc1ccccc1C (stereo not drawn)
 : -10	-7%	6%	15%	68%[activator]	-3	-35%
#42 Cn1sc(NC(=O)c2ccccc2Cl)nc1=O
 : -5	-14%	0%	-10%	-1%	10	0%
#43 O=C(NC1CCS(=O)(=O)C1)c1cccs1 (stereo not drawn)
 : 20	-1%	-3%	16%	238%[activator]	-3	-7%
#44 O=C(CN1C(=O)c2ccccc2C1=O)Nc1cc([N+](=O)[O-])ccc1O
 : -9	-5%	-4%	-4%	-4%	-2	-20%
#45 CCOc1ccccc1CNCCNCC(C)O (stereo not drawn)
 : -18	2%	4%	-23%	9.3µM*	-2	-29%
#46 O=C(CCCCCNc1nc(=S)[nH]c2ccccc12)NCCc1c[nH]c2ccccc12
 : -12	10%	1%	u	31%[activator]	-2	-57%
#47 CC(=O)OCC(=O)[C@@]1(O)CC[C@H]2[C@@H]3CCC4=CC(=O)C=C[C@]4(C)[C@@]3(Cl)[C@@H](Cl)C[C@@]21C
 : 3	0%	4%	14%	50%[activator]	-4	-15%
#48 O=C(NCCCN1CCOCC1)c1ccc(CS(=O)(=O)c2cccc(C(F)(F)F)c2)o1
 : -16	-5%	-2%	0%	-5%	-1	-2%
#49 Cc1ccc(S(=O)(=O)NCC2CCC(C(=O)NCc3ccc4c(c3)OCO4)CC2)cc1 (stereo not drawn)
 : -16	7%	4%	-21%	x	5	-24%
#50 COc1ccc(OC)c(Cc2nnc(CCC(=O)NC(C3CC3)C3CC3)o2)c1
 : 59	10%	2%	12%	25%	-2	24%
#51 COCCNC(=O)/C(C#N)=C/c1ccc(N2CCOCC2)o1
 : 12	6%	-4%	40%[activator]	-2%	0	-7%
#52 Cc1nn(Cc2ccccc2)c(C)c1C(=O)OCC(=O)c1cc(C)n(C2CC2)c1C
 : 11	4%	-7%	15µM*	x	4	24%
#53 O=[N+]([O-])c1cccc(NC(=S)N2CCCC2)c1
 : -5	-2%	-1%	7%	u	2	-1%
#54 COc1ccc(/C=C(\NC(=O)c2ccccc2)C(=O)N2CCC(C)CC2)cc1
 : x	6%	x	13µM*	-65%	x	-7%
#55 Cc1ccc(C)c(NC(=O)C2CC(O)CN2C(=O)OC(C)(C)C)c1 (stereo not drawn)
 : 12	-5%	-2%	-1%	-16%	-2	-3%
#56 CSCc1ccc(C(=O)NCc2ccccc2)cc1
 : 27	1%	0%	56%[activator]	87%[activator]	31*	-17%
#57 Cc1ccc(NC(=O)CSc2nnc(Cn3c(=O)sc4ccccc43)n2C)cc1
 : 13	-3%	5%	5%	u	-1	-8%
#58 OC1CCCN(c2c3c(nc4cc(-c5cccc(Cl)c5)nn24)CCC3)C1 (stereo not drawn)
 : 3	-2%	2%	4.7µM*	0%	8	-15%
#59 C=CCN(c1ccccc1)S(=O)(=O)c1cc2c(cc1C)N(C)CCO2
 : 6	0%	-6%	u	u	-1	-4%
#60 COc1ccc(-n2nnc3c(=O)n(CC(=O)Nc4cc(C)on4)cnc32)cc1
 : -21	-1%	4%	-3%	44%[activator]	7	-17%
#61 Cc1cccn2c(=O)c3cc(S(=O)(=O)c4ccc(F)cc4)c(=N)n(Cc4ccco4)c3nc12
 : -4	3%	4%	10µM*	15µM*	-5	-23%
#62 COc1ccc(N2CCN(c3cc(C)c4cccc(C)c4n3)CC2)cc1
 : -7	-7%	3%	-18%	u	-9	-21%
#63 O=C(N/N=C\c1ccc(CNS(=O)(=O)c2ccccc2)o1)C(=O)Nc1ccc(F)cc1
 : -4	-8%	2%	44%[activator]	0%	14*	-36%

Looked up above.
In Pf growth 96h, cpd 55 reads -16%
In AmpC inh no detg, cpd 52 reads 24%
